High-throughput results: PubChem BioAssay, Broad Institute
PAX8 reporter – inhibitors of PAX8-driven TPO luciferase reporter, primary screen, RMG-I cells, single concentration; 360,000 tested, 1.2% active; inhibition, % at 12.6 µM; SteadyGlo, 24 h;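 active = mean replicate inhibition at least 60% with every replicate also reaching 60%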;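 also: luciferase light reporting Pax8 driven TPO promoter activity; plate controls were median of neutral control wells for no effect and mitoxantrone controls for full effect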
ERAP1 HTS inh – human ERAP1 aminopeptidase inhibitors, primary screen, biochemical, single point, plate reader; Endoplasmic reticulum aminopeptidase 1 (Homo sapiens), Q9NZ08; recombinant ERAP1, Leu-AMC fluorescence, 60 min; inhibition, % at 10.7 µM; 340,000 tested, 0.15% active;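 active = mean replicate inhibition of at least 30%, or all replicates individually reaching that 30% level; inactive = mean below 30% and not every replicate reaching it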;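 also: 0% = neutral control wells and 100% = L-leucinethiol positive control wells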
Target sequence (Q9NZ08 whole entry, looked up): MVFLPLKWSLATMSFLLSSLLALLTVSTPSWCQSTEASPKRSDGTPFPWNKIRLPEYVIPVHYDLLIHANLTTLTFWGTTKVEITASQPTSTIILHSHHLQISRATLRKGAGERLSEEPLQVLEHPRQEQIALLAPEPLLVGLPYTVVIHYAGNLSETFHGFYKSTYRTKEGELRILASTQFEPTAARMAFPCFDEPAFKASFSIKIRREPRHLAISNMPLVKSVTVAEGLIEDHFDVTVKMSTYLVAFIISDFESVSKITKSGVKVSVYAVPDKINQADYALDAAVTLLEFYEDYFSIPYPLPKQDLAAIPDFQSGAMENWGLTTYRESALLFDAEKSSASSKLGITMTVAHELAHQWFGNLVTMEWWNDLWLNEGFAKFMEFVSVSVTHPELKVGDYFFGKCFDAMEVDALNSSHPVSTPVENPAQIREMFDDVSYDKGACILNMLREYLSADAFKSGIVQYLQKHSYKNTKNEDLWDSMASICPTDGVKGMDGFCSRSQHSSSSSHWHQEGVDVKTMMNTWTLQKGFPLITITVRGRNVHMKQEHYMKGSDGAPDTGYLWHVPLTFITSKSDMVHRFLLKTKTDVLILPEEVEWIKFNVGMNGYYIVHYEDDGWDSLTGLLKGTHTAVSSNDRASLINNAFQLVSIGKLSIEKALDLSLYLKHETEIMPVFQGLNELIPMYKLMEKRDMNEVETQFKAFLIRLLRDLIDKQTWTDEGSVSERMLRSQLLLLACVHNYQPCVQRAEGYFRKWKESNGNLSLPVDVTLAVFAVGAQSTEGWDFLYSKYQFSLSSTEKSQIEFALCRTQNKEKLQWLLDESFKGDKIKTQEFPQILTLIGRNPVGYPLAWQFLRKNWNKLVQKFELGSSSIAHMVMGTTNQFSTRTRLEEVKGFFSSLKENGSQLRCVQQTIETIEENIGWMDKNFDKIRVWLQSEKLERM
FN deposit inh – inhibitors of fibronectin matrix deposition, primary screen, AH1F cells, Alexa488-fibronectin fluorescence, plate reader; AH1F fibroblasts, overnight; inhibition, % at 12.6 µM; 350,000 tested, 0.086% active; AID 743247, 2014;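 active = mean inhibition across replicates of 30% or more, regardless of how many single replicates reach that level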;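 also: positive control wells lacked labelled fibronectin entirely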
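Schedule: 1 h cell adhesion before compound, then overnight fibronectin incubation; test system: AH1F fibroblast monolayer depositing Alexa488-labelled fibronectin into matrix; quantity: 10000 AH1F cells per well; probe or stimulus: fluorescent fibronectin at 24 nM final; signal: fluorescence, ex 485 nm, em 525 nm; evaluation: percent inhibition as loss of matrix-bound fibronectin fluorescence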
S100A4 MyoIIA – inhibitors of S100A4-myosin IIA peptide binding, primary screen, biochemical, fluorescence polarization, TAMRA-MyoIIA peptide | Protein S100-A4 (Homo sapiens), P26447 | inhibition, % at 10.7 µM | 360,000 tested, 0.14% active | AID 652163, 2013;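 active = mean inhibition of at least 70% across replicates, with every replicate also reaching that level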
Target sequence (P26447 whole entry, looked up): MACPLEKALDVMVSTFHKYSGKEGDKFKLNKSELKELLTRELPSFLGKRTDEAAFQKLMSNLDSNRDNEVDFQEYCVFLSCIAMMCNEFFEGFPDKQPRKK
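Test system: S100A4 monomer protein; Medium: HEPES pH 7.2 with CaCl2, KCl, NaCl, DTT, Triton; Probe or stimulus: TAMRA-labelled myosin IIA heavy-chain peptide probe, 5 nM; Doses: one dose per compound; Times: polarization read 5 min after assay mix addition, stable 5–60 min; Benchmarks: neutral control DMSO, positive control TFP.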
EWS-Fli inh – EWS/Fli-driven NR0B1 reporter inhibitors, primary screen, A673 cells, NR0B1 luciferase, luminescence, MLPCN library; viability-normalised; inhibition, % at 12.6 µM; 350,000 tested, 0.67% active;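 active = mean inhibition of at least 50% after viability correction, with every replicate also passing that limit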;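 also: firefly luciferase signal divided by Alamar Blue viability fluorescence both relative to DMSO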
PglD inh – C. jejuni PglD acetyltransferase inhibitors, primary screen, biochemical, DTNB colorimetric, single point; UDP-N-acetylbacillosamine N-acetyltransferase PglD (Campylobacter jejuni); purified PglD enzyme, DTNB colorimetric CoA detection; inhibition, % at 12.5 µM; 360,000 tested, 0.098% active; AID 602405, 2012; in the data active = inhibition above about 16%, passing the limit was not always enough; also: strong numbers were not always called active
PGC1a acetyl inh – inhibitors of PGC1a acetylation signal, primary screen, cell-based, U2OS, AlphaScreen, inhibitor mode; inhibition, % at 15.6 µM; AlphaScreen anti-acetyl-lysine; with virally co-expressed GCN5 acetyltransferase; 350,000 tested, 0.17% active;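 active = every replicate shows inhibition of at least 40%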;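 also: 0% = neutral control wells and 100% = positive control wells; some results beyond the cut were filed as inactive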
LGR2 antag – inhibitors of bursicon-induced LGR2 CRE-luciferase signal, primary screen, cell-based, HEK293, CRE-luciferase reporter, bursicon stimulation. Drosophila bursicon receptor LGR2 (rickets). bursicon-stimulated, 4 h. inhibition, % at 9.99 µM. 380,000 tested, 0.35% active. AID 720647, 2013;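 active = drop in luminescence signal, shown as inhibition above about 50% in the replicate tests, limit read from the data, passing the limit was not always enough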;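 also: agonist challenge used bursicon conditioned medium at about half maximal strength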
Active calls of the source: *; x = no result given; & = joins results of further samples.

#	canonical_smiles	PAX8 reporter	ERAP1 HTS inh	FN deposit inh	S100A4 MyoIIA	EWS-Fli inh	PglD inh	PGC1a acetyl inh	LGR2 antag
1	O=C(Nc1nccs1)c1ccc(-c2ccc(F)cc2)o1	-218	6	2	3	-65	x	-5	-50
2	O=[N+]([O-])c1ccccc1C(O)Cc1ccccn1 (stereo unspecified)	-1	2	4	0	-1	x	4	27
3	CCCN1[C@@H]2c3ccc(C4=CCCCC4)c(=O)n3C[C@H]1[C@H](CO)[C@H]2C(=O)NCCOC	x	2	x	-3	2	3	x	-25
4	CCC(=O)c1cn(CC(=O)Nc2ccccc2F)c2ccccc12	-5	0	-4	1	-5	4	-6	7
5	COc1ccc(C(C)(C)C)cc1S(=O)(=O)n1ccnc1C	-15	-6	-1	-6	3	x	6	x
6	C=CCSc1nnc(Cn2c(=O)sc3ccccc32)n1C	0	5	0	1	-4	2	x	7
7	Cn1c(SCC(=O)Nc2nccs2)nnc1-c1ccccn1	-4	-1	-1	1	x	-2	x	10
8	COC(=O)[C@]12C[C@H](CC(=O)N3CCN(C(=O)c4ccco4)CC3)C(=O)N(Cc3ccc4c(c3)OCO4)C1=C[C@H](COCc1ccccc1)O[C@@H]2C	0	3	3	3	6	x	x	11
9	O=C(CN1C(=O)NC2(CCCc3ccccc32)C1=O)c1ccccc1F (stereo unspecified)	0	-2	x	-9	-9	-8	-4	-10
10	C[C@@H]1CN([C@H](C)CO)C(=O)CCCn2nncc2CO[C@@H]1CN(C)CC1CC1	-3	1	-3	-4	-8	0	2	-3
11	CC(=O)N(CC(=O)Nc1sc(C)c(C)c1C(N)=O)Cc1ccccc1	6	2	-10	-10	2	x	0	17
12	CC(C)(C)NC(=O)/C(=C\C=C\c1ccccc1)NC(=O)c1ccc([N+](=O)[O-])cc1	5	0	-1	2	6	x	x	7
13	OCC1(C2=NOC(O)(C(F)(F)F)C2)CCCCC1 (stereo unspecified)	-16	x	4	x	x	1	0	x
14	Cn1c(N)c(C(=O)COC(=O)CNC(=O)c2ccc(Cl)cc2Cl)c(=O)n(C)c1=O	x	0	0	-3	-3	4	-15	-20
15	C[C@@H]1CN([C@@H](C)CO)C(=O)c2cccc(NS(C)(=O)=O)c2O[C@H]1CN(C)Cc1ccc(Oc2ccccc2)cc1	-10	0&3	16	7&-3	-5&20	-1&0	-4&5	-7&5

Copied from the listing, 8 compounds:
#	canonical_smiles	PAX8 reporter	ERAP1 HTS inh	FN deposit inh	S100A4 MyoIIA	EWS-Fli inh	PglD inh	PGC1a acetyl inh	LGR2 antag
1	O=C(Nc1nccs1)c1ccc(-c2ccc(F)cc2)o1	-218	6	2	3	-65	x	-5	-50
2	O=[N+]([O-])c1ccccc1C(O)Cc1ccccn1 (stereo unspecified)	-1	2	4	0	-1	x	4	27
3	CCCN1[C@@H]2c3ccc(C4=CCCCC4)c(=O)n3C[C@H]1[C@H](CO)[C@H]2C(=O)NCCOC	x	2	x	-3	2	3	x	-25
4	CCC(=O)c1cn(CC(=O)Nc2ccccc2F)c2ccccc12	-5	0	-4	1	-5	4	-6	7
5	COc1ccc(C(C)(C)C)cc1S(=O)(=O)n1ccnc1C	-15	-6	-1	-6	3	x	6	x
6	C=CCSc1nnc(Cn2c(=O)sc3ccccc32)n1C	0	5	0	1	-4	2	x	7
7	Cn1c(SCC(=O)Nc2nccs2)nnc1-c1ccccn1	-4	-1	-1	1	x	-2	x	10
8	COC(=O)[C@]12C[C@H](CC(=O)N3CCN(C(=O)c4ccco4)CC3)C(=O)N(Cc3ccc4c(c3)OCO4)C1=C[C@H](COCc1ccccc1)O[C@@H]2C	0	3	3	3	6	x	x	11

Going on with the list.
#	canonical_smiles	PAX8 reporter	ERAP1 HTS inh	FN deposit inh	S100A4 MyoIIA	EWS-Fli inh	PglD inh	PGC1a acetyl inh	LGR2 antag
16	CCCCN1CC(=O)N2[C@H]3c4cc(Br)ccc4OC[C@@H]3[C@H](C(=O)OCC)[C@]2(C)C1=O	11	-1	4	-2	-1	8	x	23
17	CCn1c(SCc2ccc(OC)cc2)nnc1-c1ccncc1	x	8	x	-3	-3	1	-23	-9
18	CCCNC(=O)C[C@@H]1CC[C@H]2[C@@H](COC[C@@H](O)CN2C(=O)Nc2ccccc2OC)O1	-15	-7	1	1	4	-1	-18	-4
19	COc1ccccc1S(=O)(=O)N1[C@@H]2CNC[C@H]1C2c1ccc(-c2cccnc2)cc1 (stereo partly specified)	6	1&7	-7&0	-14&11	47	x	-2	23&9
20	Fc1cccc2sc(N3CCOCC3)nc12	-35	x	9	x	x	-4	-10	x
21	CCCC#Cc1ccc([C@@H]2[C@H]3CN(S(C)(=O)=O)CCCCN3[C@H]2CO)cc1	4	3	x	4	3	-3	-18	6
22	O=C(NCC1CCCO1)c1ccc([N+](=O)[O-])s1 (stereo unspecified)	0	-1	-2	1	4	x	x	-6
23	CCCC(=O)N1CCCC(c2cc(C(=O)NCc3cccnc3)no2)C1 (stereo unspecified)	29	4	x	-4	1	1	12	6
24	O=C(NC(=S)NCc1cccnc1)c1cccc2ccccc12	15	1	x	-1	16	x	-7	-9
25	COc1cccc(C(=O)Nc2ccc(Oc3nnc(-c4ccccc4)c4ccccc34)cc2)c1	20	4	5	-2	-26	x	x	-8
26	Cc1n[nH]c(=O)n(N=Cc2c[nH]c3ccccc23)c1=O	6	2	-3	-14	2	3	x	6
27	O=C(NC1CCC1)[C@H]1[C@H](CO)[C@H]2Cn3c(ccc(-c4ccccc4)c3=O)[C@H]2N1CCc1ccccc1	25	-1	x	-4	1	1	1	2
28	C[C@H](CO)N1C[C@H](C)[C@H](CN(C)C(=O)CCC(F)(F)F)OCCCC[C@H](C)Oc2ccc(NC(=O)CCCN(C)C)cc2C1=O	-10	x	0	x	-14	-2	-4	24
29	COc1ccc(-c2csc(NC(=O)CS(=O)(=O)c3ccc(F)cc3)n2)cc1OC	-12	0	2	-2	3	x	x	-2
30	Cn1cnc(S(=O)(=O)N[C@@H]2C=C[C@H](CC(=O)NCC3CCCCC3)O[C@H]2CO)c1	10	1	-16	2	-1	-3	5	5

Later entries:
#	canonical_smiles	PAX8 reporter	ERAP1 HTS inh	FN deposit inh	S100A4 MyoIIA	EWS-Fli inh	PglD inh	PGC1a acetyl inh	LGR2 antag
31	O=C1CCN(CCc2ccccc2)CCN1CCSc1ccc(Br)cc1	-14	-3	6	-2	-11	4	1	-5
32	Cc1csc(NC(=O)c2ccc3nc[nH]c3c2)n1	-49	1	-5	1	-36	-6	-1	-1
33	CN(C)C(=O)[C@@]1(Cc2ccccc2)N=C(c2ccc(OCCCO)cc2)O[C@H]1c1ccccc1	16	2	x	-2	11	2	x	x
34	O=C(NC1CCCC1)C(c1cccnc1)N(C(=O)c1csnn1)c1ccccc1Cl (stereo unspecified)	-5	-2	2	-2	-4	-5	1	-13
35	C/C=C/c1ccc([C@H]2[C@@H](CO)N(CCC(F)(F)F)C23CN(C(C)=O)C3)cc1	4	2	x	-9	-2	x	9	-16
36	Cc1oc(-c2cccc(Br)c2)[n+]([O-])c1C	-6	0	7	-1	-7	x	-3	-9
37	CC(=O)Nc1cccc(-c2csc(C(C)(O)c3ccccc3)n2)c1 (stereo unspecified)	-2	3	8	5	1	3	0	-23
38	CCc1cccc(C)c1N(C(=O)Cn1c(COC)nc2ccccc21)C(C)COC (stereo unspecified)	6	x	-3	x	x	6	-13	x
39	C[C@H]1CN([C@@H](C)CO)C(=O)c2cc(C3=CCCC3)cnc2O[C@H]1CN(C)Cc1ccccc1F	13	0	x	3	4	1	-18	x
40	COc1ccc(-c2ccc([C@H]3[C@@H](CO)N4C(=O)CN(C(=O)c5ccccn5)C[C@@H]34)cc2)cc1	-9	-1	x	-2	6	x	0	6
41	CC(=O)N1CCCc2cc(S(=O)(=O)N3CCCC(C(=O)Nc4ccc(C)cc4C)C3)ccc21 (stereo unspecified)	5	6	1	0	-10	4	1	5
42	CCOc1ccc(-c2nc(CCl)cs2)cc1	-118	x	-2	56	-64	2	2	-65
43	CC(Oc1ccccc1F)C(=O)NN (stereo unspecified)	3	0	-11	-4	-22	1	x	15
44	O=C1CCC(C(=O)OCC(=O)Nc2ccc(OC(F)F)cc2)=NN1	8	3	-6	-7	10	4	2	3
45	CCN(CC#CCC(O)(c1ccccc1)c1ccccc1)C(C)C	-1	-1	-4	2	-1	-25	-13	-7

(list continues)
#	canonical_smiles	PAX8 reporter	ERAP1 HTS inh	FN deposit inh	S100A4 MyoIIA	EWS-Fli inh	PglD inh	PGC1a acetyl inh	LGR2 antag
46	CCCn1c(=O)c(C(=O)NCCCc2ccccc2)c(O)c2ccccc21	1	0	10	0	16	-6	x	-7
47	COc1ccc(OC)c(/C=C/C(=O)OCC(=O)Nc2nnc(-c3ccccc3)o2)c1	-4	10	10	-5	0	4	8	2
48	C[C@@H]1CN([C@H](C)CO)C(=O)c2cccc(NC(=O)CCCCCC(=O)Nc3ccccc3N)c2O[C@@H]1CN(C)S(C)(=O)=O	-5	1	x	-32	19	x	-6	-1
49	O=C(CN1CCOCC1)N1C[C@@H]2N[C@H](C1)C2c1ccc(-c2ccncc2)cc1 (stereo partly specified)	-1	x	-5	x	11	x	-1	15
50	O=C(Nc1ccc(F)cc1)/C(=C1/CCCCCN1)[N+](=O)[O-]	-4	x	4	-2	0	6	4	4
51	CN(C)CCNC(=S)Nc1ccccc1C(C)(C)C	8	3	4	-2	-10	-6	x	-13
52	COc1cc(CN2CC3(CCN(C(=O)Nc4c(C)noc4C)CC3)c3c([nH]c4cc(OC)ccc34)[C@H]2CO)cc(OC)c1	x	-4	x	2	-6	x	x	4
53	Cc1ccc(S(=O)(=O)N2C[C@@H](C)[C@]3(C2)[C@H](O)[C@H](OC(=O)NCc2ccco2)C[C@H]2C(=O)N(c4ccccc4)C(=O)[C@H]23)cc1	-5	-1	-10	21	1	4	x	6
54	COc1ccc(C#Cc2ccc3c(c2)O[C@H](CN(C)C(=O)c2ccccn2)[C@@H](C)CN([C@@H](C)CO)S3(=O)=O)cc1	46	-1	x	-22	1	0	-3	18
